EBNA-1 inh: blocks EBNA-1 binding to DNA; AID 1950; inhibition, % at 14.8 µM; actives 0.34% (n = 300,000); EBNA-1 DNA binding, fluorescence polarization; in the data active = inhibition above about 28%
Bcl-xL primary: inhibitors of human Bcl-xL; Q07817; GST-Bcl-xL / FITC-Bim BH3 peptide fluorescence polarization; inhibition, % at 10.9 µM; actives 0.7% (n = 320,000);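 active = inhibition above the mean of all tested compounds plus 3 SD, cutoff set per campaign, cut at about 30% in these data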;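 note: 0% = DMSO wells and 100% = unlabeled Bim-BH3 peptide competitor; inhibitors lower millipolarization by displacing the labeled peptide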
CR mimetic SO: lowers age-related superoxide in aged yeast cells | S. cerevisiae aged cells, superoxide DHE fluorescence; stronger effect = lower value | superoxide response (% of plate mean), % at 10 µM | actives 0.18% (n = 330,000) | AID 2690;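 active = superoxide response under a set limit, about three screen SD below normal, cut at about 65% in these data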;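 note: yeast aged for seven days with compound at 30 °C before DHE staining; 100% = average MFI of all compound-treated wells on the plate with controls excluded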
MCL1 BIM primary: inhibitors of human MCL1 binding to BIM-BH3 peptide. AID 2057. GST-MCL1 / FITC-Bim-BH3 fluorescence polarization. actives 0.68% (n = 320,000). inhibition, % at 10.9 µM. Q07820;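 active = inhibition above the mean inhibition of all tested compounds plus 3 SD, set per campaign, cut at about 40% in these data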;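 note: 0% = DMSO wells and 100% = unlabeled Bim-BH3 peptide control; higher means more loss of mP so more displacement of Bim peptide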
Fam108B inh: counter-screen for RBBP9 inhibitors: inhibitors of mouse Fam108B | inhibition, % at 9.51 µM | AID 1947 | recombinant Fam108B, FP-Rh probe fluorescence polarization | actives 0.33% (n = 300,000);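 active = inhibition above the screen mean inhibition plus 3 SD, computed separately per campaign, cut at about 18% in these data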;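 note: inhibitors lower polarization as less probe binds the enzyme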
Efflux pump mplx: blocks antifungal efflux pumps in multiplex yeast assay; S. cerevisiae Candida pump triplex, Nile Red efflux; inhibition, % at 10 µM; actives 0.44% (n = 330,000);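 active = plate passing quality check with inhibition over a set limit, or well fluorescence over plate mean plus 4 SD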;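 note: Nile Red retained in pooled yeast measured as flow cytometry median fluorescence; 0% = buffer negative control and 100% = Enniatin B positive control; higher means more Nile Red kept so more efflux inhibition; some compounds called inactive have numbers as strong as hits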
MEX-5 binding: C. elegans MEX-5 TCR-2 RNA binding activity. Q9XUB2. MEX-5/FITC-TCR2 RNA binding, fluorescence polarization; stronger effect = lower value. activity score (negative = inhibition of binding), % at 10 µM. actives 0.38% (n = 300,000);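 active = inhibition past about -25% in most replicates, and total fluorescence under double the plate's negative control median, limit read from the data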;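 note: 0% = DMSO and -100% = 5 µM competing unlabeled TCR2 RNA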
Target sequence (Q9XUB2 whole entry, looked up): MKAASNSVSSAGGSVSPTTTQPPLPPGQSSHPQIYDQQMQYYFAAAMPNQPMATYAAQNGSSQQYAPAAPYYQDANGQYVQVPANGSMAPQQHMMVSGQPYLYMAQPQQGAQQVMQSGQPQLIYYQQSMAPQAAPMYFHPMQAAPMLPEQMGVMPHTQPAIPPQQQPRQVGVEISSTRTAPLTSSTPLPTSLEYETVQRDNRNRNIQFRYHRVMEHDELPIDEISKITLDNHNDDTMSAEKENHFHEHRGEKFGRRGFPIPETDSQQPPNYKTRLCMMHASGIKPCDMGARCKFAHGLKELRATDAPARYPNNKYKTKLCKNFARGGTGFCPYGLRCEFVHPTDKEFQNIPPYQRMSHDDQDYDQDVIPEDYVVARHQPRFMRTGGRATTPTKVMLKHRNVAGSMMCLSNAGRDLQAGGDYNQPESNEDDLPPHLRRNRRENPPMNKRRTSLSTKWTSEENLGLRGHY
ZTA DNA inh: blocks Epstein-Barr virus ZTA, an EBNA-1 counter-screen; P03206; ZTA-DNA binding, fluorescence polarization; inhibition, % at 11 µM; actives 0.15% (n = 320,000); AID 2234; in the data active = inhibition above about 33%
GLD-1 TGE inh: GLD-1-TGE RNA interaction inhibition (C. elegans). inhibition, % at 5.96 µM. Q17339. purified GLD-1 + fluorescein TGE RNA, fluorescence polarization. actives 0.44% (n = 320,000);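 active = percent inhibition above a per-plate cutoff, the plate mean of test compounds plus 3 SD, cut at about 30% in these data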;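 note: 0% = DMSO wells with GLD-1 and probe and 100% = wells lacking GLD-1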
Target sequence (Q17339 whole entry, looked up): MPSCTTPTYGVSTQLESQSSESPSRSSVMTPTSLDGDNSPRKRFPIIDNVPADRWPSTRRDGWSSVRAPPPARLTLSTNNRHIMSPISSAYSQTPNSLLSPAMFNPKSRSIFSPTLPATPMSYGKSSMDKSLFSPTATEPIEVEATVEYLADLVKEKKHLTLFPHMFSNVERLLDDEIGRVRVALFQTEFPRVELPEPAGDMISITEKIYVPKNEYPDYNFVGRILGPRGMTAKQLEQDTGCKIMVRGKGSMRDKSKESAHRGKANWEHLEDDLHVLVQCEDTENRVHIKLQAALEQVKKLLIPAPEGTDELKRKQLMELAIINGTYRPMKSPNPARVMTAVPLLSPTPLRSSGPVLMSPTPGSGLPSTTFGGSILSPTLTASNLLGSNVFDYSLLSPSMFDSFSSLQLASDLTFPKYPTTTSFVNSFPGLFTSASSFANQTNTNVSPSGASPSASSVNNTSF
The depositor's hits bear a star; nt = no result given; & = joins results of further samples.

A first look:
SMILES	EBNA-1 inh	Bcl-xL primary	CR mimetic SO	MCL1 BIM primary	Fam108B inh	Efflux pump mplx	MEX-5 binding	ZTA DNA inh	GLD-1 TGE inh
Cc1cccc(CC(=O)N2CCN=C2SCc2ccc([N+](=O)[O-])cc2)c1	-8	7	102	2	0	0.2	1.1	-3	6
CCCCC(NC(C)=O)c1nc2ccccc2[nH]1 (centres undefined)	1	1	127	7	-2	0.3	1.9	-2	0

The list itself, repeating the preview:
SMILES	EBNA-1 inh	Bcl-xL primary	CR mimetic SO	MCL1 BIM primary	Fam108B inh	Efflux pump mplx	MEX-5 binding	ZTA DNA inh	GLD-1 TGE inh
Cc1cccc(CC(=O)N2CCN=C2SCc2ccc([N+](=O)[O-])cc2)c1	-8	7	102	2	0	0.2	1.1	-3	6
CCCCC(NC(C)=O)c1nc2ccccc2[nH]1 (centres undefined)	1	1	127	7	-2	0.3	1.9	-2	0
Cc1ccc2c(CN3CCN(Cc4ccccc4)CC3)cc(=O)oc2c1C	10	4	105	-7	-4	-0.1	-0.2	7	-3
COc1ccc(NS(=O)(=O)c2cccc(C(=O)NNC(=O)c3ccc(O)c(Cl)c3)c2)cc1	nt	4	92	6	nt	-0.1	nt	-11	-2
Cc1ccc(N2C(=O)N3[C@H](c4ccc(F)cc4)[C@@H]4C(=O)N(C5CCCCC5)C(=O)[C@@H]4[C@]3(Cc3ccccc3)C2=O)cc1	12	6	98	8	-9	0.3	-2.3	4	3
COc1ccc2[nH]c(=O)c(CN(CCO)C(=O)c3ccccc3F)cc2c1	-1	4	98	1	-2	0.1	2.5	-13	2
N#Cc1cccc(NCC(=O)Nc2ccc3c(c2)OCCO3)c1	-7	-10	79	-16	3	0.1	-0.7	4	8
Cc1ccc(S(=O)(=O)CCC(=O)OCc2nc(N)nc(Nc3ccccc3C)n2)cc1	3	1	107	4	4	0.0	-0.1	17	9
Cc1cc(C(=O)COC(=O)c2ccc(N)cc2)c(C)n1-c1c(C)n(C)n(-c2ccccc2)c1=O	4	6	75	6	1	-0.2	2.0	-11	-3
Cc1ccc(OCCNC(=O)c2ccccc2N)cc1	1	-3	105	-2	-2	0.3	-1.4	5	0
COc1ccc(C(=O)CCC(=O)NCc2cc(OC)cc(OC)c2)cc1	1	0	90	-1	-1	0.0	0.9	-8	6
Cc1cccc(C)c1NC(=O)CN(C)CC(=O)N(C)CC(=O)Nc1ccccc1Br	nt	-6	99	-8	nt	-0.2	nt	3	-2
CCN(CC)C(=O)c1ccc2c(=O)n(Cc3ccc4c(c3)OCO4)c(=S)[nH]c2c1	-5	-4	85	-8	1	-0.1	1.0	2	9
O=C(NCCCN1CCOCC1)Nc1ccc(Cc2ccc(NC(=O)NCCCN3CCOCC3)cc2)cc1	-1	2	90	4	-4	6.8*	-0.1	1	0
COc1ccc(NC(=O)C(CC(C)C)NC(=O)c2ccccc2C)cn1 (centres undefined)	10	11	90	11	-3	0.0	-0.6	5	3
Cn1c(CO)nc2c3ccccc3ccc21	-15	-5	111	-7	-7	0.2	-0.1	-11	2
Cn1c(N2CCC(C(N)=O)CC2)nc2c1c(=O)n(Cc1ccc(Cl)cc1)c(=O)n2C	-1	4	95	4	-3	0.4	2.0	2	4
COc1ccc(/C=C2/SC(=O)N(CC(=O)Nc3cc(C)on3)C2=O)cc1OC	8	6	102	1	1	-0.1	-1.2	4	4
Cc1c(O)cccc1C(=O)N[C@@H](CSc1ccccc1)[C@H](O)CN1C[C@H]2CCCC[C@H]2C[C@H]1C(=O)NC(C)(C)C	14&1	1&10	90&97	-2&14	-3&-8	0.0&0.0	2.8&0.7	14&5	2&1
COc1ccc(-n2ncc3c(=O)n(CC(=O)Nc4ccc(S(=O)(=O)N5CCOCC5)cc4)cnc32)cc1	8	4	110	2	-7	-0.2	-1.1	13	6
O=C(CSc1nc2ccsc2c(=O)n1Cc1ccccc1)NCC1CCCO1 (centres undefined)	2	5	103	5	-2	0.3	-0.8	15	-3
CC1(C)Cc2nc(-c3ccccc3)nc(SCC(=O)N3CCCC3)c2CO1	16	10	106	7	0	0.0	1.4	17	7
N#CC1(P(=O)(c2ccccc2)c2ccccc2)CCCC1	-20	-1	99	1	-4	0.3	-1.4	0	-4
O=C(CCN1C(=O)S/C(=C\c2ccc(F)cc2)C1=O)Nc1ccc(O)cc1C(=O)O	3	9	112	10	4	0.2	1.1	0	1
COc1ccc(N2C(=O)C(CC(=O)Nc3ccc(F)cc3)N(CCc3cccs3)C2=O)cc1 (centres undefined)	-2	-6	101	-6	3	0.0	3.1	-4	3
CCN1CCN(C(c2cccs2)C(C)NC(=O)CC(C)C)CC1 (centres undefined)	-3	3	117	1	-3	0.2	-0.9	4	2
C=CCOc1ccc(CN(C)c2ccc(S(=O)(=O)N3CCN(C)CC3)cc2[N+](=O)[O-])cc1	nt	5	104	9	nt	-0.2	nt	-2	-3
COc1ccccc1CNS(=O)(=O)c1ccc(Br)s1	-4	-3	99	2	3	0.0	0.8	-12	-1
CC(=O)COC(=O)CCc1nc2ccccc2[nH]c1=O	-5	11	101	9	-2	0.0	-0.6	-2	6
Cc1ccc(N2C(=S)NC3c4ccccc4OC2(C)C3C(=O)N(C)C)cc1 (centres undefined)	-7	8	105	2	-1	-0.1	2.9	-28	-1
Cc1nn2c(C)nc3sc4c(c3c2nc1=O)CC(C)(C)OC4	2	2	91	4	2	3.6	2.6	-5	-2
O=c1cnc(-c2ccc(Cl)cc2)cn1O	1	5	117	8	2	-0.1	-1.4	-14	0
O=C(Nc1ccc(F)cc1F)c1cc2n(n1)C(C(F)(F)F)C1CCCCC1N2 (centres undefined)	-5	1	91	-1	-7	-0.1	0.1	4	7
COc1ccc2c(c1)oc(=O)c1cc(OC)ccc12	-17	-4	119	-7	-12	1.0	1.0	9	3
COc1ccc(-c2ccc(CCC(=O)O)n2Cc2ccco2)cc1	2	1	94	2	2	-0.1	-1.1	0	-3
COc1ccc(CC(=O)Nc2ccc(-c3cn4ccccc4n3)cc2)cc1OC	18	4	94	4	0	0.0	0.8	18	1
COc1ccc(-c2cn[nH]c2N)c(OC)c1	-10	2	86	9	6	-0.1	2.0	9	-2
O=S(=O)(c1ccc(Br)cc1)N1CCN(c2ccccc2)CC1	-8	8	89	11	1	-0.1	0.6	9	5
CCN(C(=O)CN1CC(C)OC(C)C1)c1c(N)n(Cc2ccccc2)c(=O)[nH]c1=O (centres undefined)	-9	7	99	4	-1	-0.2	0.1	-11	1
COC(=O)CCCCCc1ccc(C(C)=O)s1	-7	1	113	-5	1	0.0	2.3	-4	-7
Cc1sc(C(=O)NCc2cccnc2)c2nc(C)n(CC(=O)NCc3cccnc3)c(=O)c12	7	0	80	-3	3	-0.1	0.4	3	2
COc1ccc(-c2c(C#N)c(N)nc3c2c(=O)n(C)c(=O)n3C)cc1	-18	3	97	5	1	0.0	-2.0	-6	0
Cc1cc(C(=O)N/N=C/c2ccc(-c3ccccc3Cl)o2)n[nH]1	6	1	109	-1	-6	-0.2	-0.3	15	1
CCN(C(=O)COC(=O)Cc1c[nH]c2ccccc12)c1c(N)n(Cc2ccccc2)c(=O)[nH]c1=O	-6	-13	90	-20	-3	0.1	-1.4	-4	-7
O=c1ccc(-c2nc3ccccc3n2Cc2ccccc2Cl)c[nH]1	-23	0	100	-8	-3	0.7	-2.3	-1	-3
CCc1nnc(NC(=O)CN2CCN(c3ccccc3F)CC2)s1	8	0	100	-5	-1	-0.1	1.4	13	-4
Cc1c(NC(=O)COc2ccccc2Cl)c(=O)n(-c2ccccc2)n1C	nt	5	99	5	nt	-0.2	nt	-5	2
CCN(CC)CCN(C(=O)c1cccc([N+](=O)[O-])c1)c1nc2ccc(OC)cc2s1	6	-4	103	-1	4	-0.1	-2.8	0	6
CN(C)c1ccc(NC(=O)CSc2nnc(C3CCCCC3)n2N)cc1	-4	0	105	1	-2	-0.1	-0.3	-3	3
CN(Cc1ccon1)C(=O)C1CCC(=O)N(Cc2ccc(Cl)cc2)C1 (centres undefined)	4	5	89	4	2	0.0	2.1	-8	-6
COC(=O)c1ccc(C(=O)OC)c(NC(=S)N2CC(C)CC(C)C2)c1 (centres undefined)	-6	3	93	-11	3	0.1	nt	24	5
CCCCOc1ccc(CSC(CC(=O)O)C(=O)O)cc1 (centres undefined)	10	7	114	16	7	-0.1	1.4	16	8
Cc1cccc(NC(=O)N2CCC(NC(=O)c3ccco3)CC2)c1	1	-3	95	4	5	-0.1	-1.4	-8	8
Nc1ccc(N2CCN(C(=O)c3cccs3)CC2)cc1	0	11	89	15	4	0.0	1.2	12	4
NNC(=O)c1ccc(COc2ccc([N+](=O)[O-])cc2)o1	-9	4	111	8	-2	0.0	1.4	-6	1
COc1ccc(-c2nn(C)c(=O)c3ccccc23)cc1CNC(=O)NC1CCCCC1	-17	-3	102	-15	-12	0.3	2.7	7	5
COC(=O)c1cccc(N2C(=O)C3CC=CCC3C2=O)c1 (centres undefined)	6	-2	111	-8	-1	0.0	-0.7	8	-3
CC(=O)c1cc(CC(=O)N2CCc3c([nH]c4ccccc34)C2c2ccccn2)cs1 (centres undefined)	-3	4	96	0	2	-0.1	-0.9	-17	7
COc1ccc(C2=C(Nc3ccc(C)cc3)c3ccccc3C2=O)cc1	-6	3	98	7	-1	-0.7	-2.0	-5	6
COC(=O)C1=C(C(=O)OC)[C@@H]2N(C)c3ccccc3[C@@]23C[C@@H](C(=O)OC)N(C(=O)c2ccc(Br)cc2)C3=N1	-10	6	99	3	-6	0.2	0.3	3	-3

New compounds follow.
SMILES	EBNA-1 inh	Bcl-xL primary	CR mimetic SO	MCL1 BIM primary	Fam108B inh	Efflux pump mplx	MEX-5 binding	ZTA DNA inh	GLD-1 TGE inh
O=C(NCC(=O)N1CCCC1)c1ccc(Br)cc1	-4	4	100	14	2	0.2	-1.2	-1	-1
Cc1c(CC(=O)NC(C)C)c(=O)oc2cc3c(cc12)CCC(C)(C)O3	6	2	104	3	1	0.0	-0.3	-6	4
CCOC(=O)c1[nH]c(C)c(/C(O)=C2\C(=O)C(=O)N(CCCn3ccnc3)C2c2ccncc2)c1C (centres undefined)	4	8	122	4	0	-0.1	1.2	7	3
COCCN(CCOC)Cc1c(O)ccc2c3c(c(=O)oc12)CCC3	6	5	94	11	0	0.1	-0.4	20	5
COc1cccc(NC(=O)c2cc(Cl)nnc2Cl)c1	1	4	115	-1	0	-0.1	0.8	-4	-2
CCOC(=O)N1CCC(N2CCCC(C(=O)c3ccccc3OC)C2)CC1 (centres undefined)	-2	3	102	4	4	0.0	-0.1	2	1
COc1cccc(C(=O)NC2CCN(CC(=O)Nc3cccc(C)c3C)CC2)c1	3	1	99	10	7	-0.1	-3.5	-18	-3
COc1cccc2cc(C(=O)NCc3ccccc3)c(=N)oc12	-5	3	117	-7	-8	0.1	0.9	-11	-3
O=C(Cc1ccccc1)NNC1=NS(=O)(=O)c2ccccc21	-6	0	120	-1	-1	-0.3	-2.4	-1	9
CCCCOc1ccc(S(=O)(=O)N2CCCCCC2)cc1	-10	2	119	4	4	0.1	0.0	5	5
CCCCC(=O)Nc1cccc(-c2ccc3nncn3n2)c1	5	7	98	6	-1	0.2	-2.2	5	4
O=c1cc(C(F)(F)F)[nH]c2c(OC(F)(F)F)cccc12	1	2	110	-2	0	0.0	0.4	-5	8
O=C(c1cnc2sccn2c1=O)N1CCN(c2ccccc2Cl)CC1	-9	7	85	8	-5	0.2	0.1	0	-5
CCOP(=O)(OCC)C(Nc1cccc(C(F)(F)F)c1)c1ccc(C)cc1 (centres undefined)	4	8	104	-8	3	0.1	-0.1	6	-4
O=C(CSc1nncc(=O)[nH]1)NC1CCCCC1	-9	4	101	7	-2	0.1	1.0	14	1
O=C1CCSc2ccc(Cl)cc2N1Cc1ccccc1	6	3	96	8	9	0.1	-0.8	16	2
COc1cc(C=O)c(Br)cc1OC1CCCC1	-1	4	107	5	-1	0.1	-0.9	-4	-2
